BioA inh: BioA (M. tuberculosis) enzyme inhibition; inhibition, % at 9.99 µM; actives 0.096% (n = 360,000); purified M. tuberculosis BioA enzyme, plate reader; in the data active means inhibition above about 40%; inconclusive means no clear call, values can overlap the other calls
CCHFV vOTU inh: blocks the CCHF virus ovarian tumor domain protease; CCHFV vOTU protease, Pep-AMC fluorescence; actives 0.55% (n = 370,000); inhibition, % at 11.5 µM; further: 0% = vehicle wells with enzyme and 100% = no enzyme wells
BoNT-F LC inh: blocks Botulinum neurotoxin F light chain protease. Multiplex microsphere protease cleavage assay, flow cytometry. actives 0.22% (n = 360,000). inhibition, % at 10 µM; in the data active means inhibition above about 35%, passing the limit was not always enough; inconclusive means no clear call, values can overlap the other calls; further: plate controls were buffer without enzyme for full effect and enzyme alone for no effect
GDH-TPI inh: inhibits GDH-TPI coupling enzymes, artifact for Mtb FBA screen. GDH-TPI coupled enzyme counterscreen, NADH absorbance. actives 1.2% (n = 360,000). inhibition, % at 4.8 µM;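 further: 0% = DMSO wells and 100% = wells lacking the enzyme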
BoNT A protease: blocks Botulinum neurotoxin A light chain protease. multiplex microsphere protease substrate cleavage, flow cytometry. inhibition, % at 10 µM. actives 0.17% (n = 360,000). AID 588499; in the data active means inhibition above about 30%; inconclusive means no clear call, values can overlap the other calls; further: plate controls were buffer without enzyme for full effect and enzyme alone for no effect
FadD28 FP inh: blocks FadD28 binding to the bisubstrate probe; fluorescence polarization; inhibition, % at 12.5 µM; actives 0.22% (n = 360,000); in the data active means inhibition above about 8.5%, passing the limit was not always enough; inconclusive means no clear call, values can overlap the other calls
PrPC surface inh: reduces human prion protein on the cell surface; actives 0.43% (n = 370,000); P04156; cell surface PrPC, TR-FRET read-out; AID 720596; inhibition, % at 13.8 µM; in the data active means inhibition above about 24%; further: 0% = median of the test wells and 100% = reference compound wells
FBA Mtb inh: inhibits M. tuberculosis FBA enzyme | P9WQA3 | purified M. tuberculosis FBA, fluorescence read-out | inhibition, % at 1 µM | actives 2.3% (n = 360,000); in the data active means inhibition above about 27%;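 further: 0% = vehicle and 100% = reference inhibitor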
Target sequence (P9WQA3 whole entry, looked up): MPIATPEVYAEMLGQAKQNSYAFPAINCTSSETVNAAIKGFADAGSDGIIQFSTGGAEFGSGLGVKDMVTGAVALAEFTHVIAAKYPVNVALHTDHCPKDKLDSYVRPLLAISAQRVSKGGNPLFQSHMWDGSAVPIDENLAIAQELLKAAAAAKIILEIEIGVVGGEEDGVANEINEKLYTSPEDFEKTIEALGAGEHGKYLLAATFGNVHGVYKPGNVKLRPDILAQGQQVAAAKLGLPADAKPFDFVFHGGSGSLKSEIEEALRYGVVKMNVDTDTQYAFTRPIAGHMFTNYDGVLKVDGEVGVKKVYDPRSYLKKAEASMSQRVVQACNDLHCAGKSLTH
Mtb UGM inh: Mtb UDP-galactopyranose mutase inhibition; purified UGM, fluorescence polarization probe displacement; AID 504406; P9WIQ1; actives 0.06% (n = 320,000); inhibition, % at 10 µM; in the data active means inhibition above about 10%, passing the limit was not always enough; inconclusive means no clear call, values can overlap the other calls
Target sequence (P9WIQ1 whole entry, looked up): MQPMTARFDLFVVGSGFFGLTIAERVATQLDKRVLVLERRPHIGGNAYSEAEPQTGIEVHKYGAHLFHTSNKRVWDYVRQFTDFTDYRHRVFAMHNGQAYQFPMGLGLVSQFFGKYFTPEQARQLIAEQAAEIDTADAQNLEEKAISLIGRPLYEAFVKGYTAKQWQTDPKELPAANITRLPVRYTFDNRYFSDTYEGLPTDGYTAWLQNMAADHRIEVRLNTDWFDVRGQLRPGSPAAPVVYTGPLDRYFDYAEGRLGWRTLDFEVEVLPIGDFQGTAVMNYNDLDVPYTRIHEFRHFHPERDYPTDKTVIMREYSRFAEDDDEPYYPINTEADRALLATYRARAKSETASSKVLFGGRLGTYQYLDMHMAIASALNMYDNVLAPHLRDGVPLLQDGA
Active calls of the source: *; ? = inconclusive; / = no result given; & = joins results of further samples. Unless noted, no stated cut-off is given here; in the data, active means inhibition above about 30%; inactive means the rest.

SMILES	BioA inh	CCHFV vOTU inh	BoNT-F LC inh	GDH-TPI inh	BoNT A protease	FadD28 FP inh	PrPC surface inh	FBA Mtb inh	Mtb UGM inh
COc1cccc(CCC(=O)Nc2cccc(S(=O)(=O)N3CCCC3)c2)c1OC	0.4	7	0	14	-0.7	-1.2	-4	6	0.3
CCOC(CCNC(=O)c1cc(-c2cccs2)nc2ccccc12)OCC	0.7	-119	-2	20	-1.2	/	-9	95*	-1.6
COc1ccc(C(=O)NCCNC(=O)c2cc(OCC(F)(F)F)ccc2OCC(F)(F)F)cc1	-1.9	14	5	-11	0.1	-2.3	-1	1	-0.6
Cn1ncc([N+](=O)[O-])c1C(=O)Nc1ccccc1Cl	-1.6	2	-29	-2	-4.7	-1.0	-10	1	1.6
COc1ccc(/C=C(\C#N)C(=O)c2cccn2C)cc1	0.7	15	4	2	-4.6	7.0	-3	3	-3.8
COc1ccc(-c2csc(N3N=C(C)C(C)C3=O)n2)cc1 (stereo not drawn)	/	12	2	-4	-1.2	-0.3	-2	5	-3.1
CCCCCCC(NC(=O)c1ccc(C)cc1)C(=O)O (stereo not drawn)	-0.2	-2	1	17	-0.6	-0.4	2	6	/
Cc1cccc(-n2c(=S)[nH]c3c(oc4ccccc43)c2=O)c1	0.9	2	-6	10	-0.6	-2.4	-2	-3	0.9
Cc1cc(Nc2ncc(Cl)cc2Cl)n(-c2ccccn2)n1	-0.1	9	-18	11	-0.1	-0.3	5	0	/
Nc1c(-c2nn[nH]n2)cnn1-c1cc(Cl)cc(Cl)c1	-1.7	-8	?	-4	-4.5	0.7	3	1	-0.3
CCCCn1c(SCC(=O)N2CC(=O)Nc3ccccc32)nnc1-c1ccoc1C	0.3	18	0	1	-0.3	-4.0	7	1	2.0
CC(OC(=O)CCc1nc2ccccc2c(=O)[nH]1)C(=O)NCc1ccc2c(c1)OCO2 (stereo not drawn)	0.2	-1	-4	2	-1.4	-1.3	1	-1	-0.5
CCC(=O)Nc1ccc2c(c1)OCCO2	-0.2	-2	19	1	0.5	-0.1	5	-4	0.3
CC(C)(C)c1ccc(S(=O)(=O)N2CCC(c3nc4ccc(Cl)cc4[nH]3)CC2)cc1	/	-8	-4	5	-1.1	1.7	-3	-3	-3.1
Cn1c(CC(=O)Nc2ccccc2)c(Sc2ccccc2)c2ccccc21	-0.4	-6	-5	3	0.5	-4.2	6	-4	-2.5
Cc1nc(NCCc2ccccc2)c(C#N)c(C)c1[N+](=O)[O-]	/	-2	-3	7	0.5	-4.3	-1	-6	-0.1
O=c1[nH]c(=O)n(CCc2ccccc2)c(O)c1C=NCCCn1ccnc1	-1.7	-5	-3	-6	-0.3	-0.6	-7	-1	-0.9
Cc1cc(NS(=O)(=O)c2ccc(NC(=O)CN3C(=O)NC(C)(c4ccccc4)C3=O)cc2)nc(C)n1 (stereo not drawn)	-0.3	-1	-4	-2	-1.5	-2.5	-6	2	3.4
CC(CCc1ccccc1)NC(=O)c1ccc(NC(=O)c2ccccc2)cc1 (stereo not drawn)	0.4	32*	0	-1	-0.3	-3.3	-5	4	1.5
O=C(Nc1ccc(NC(=O)c2cccs2)cc1)c1ccc2ccccc2c1	-2.0	12	-5	7	-1.6	-0.7	2	-1	0.3
CCOC(=O)c1ccc(NC(=O)CCS(=O)(=O)Cc2ccccc2)cc1	0.0	16	-5	8	-0.7	-2.7	7	0	-1.2
O[C@@H]1CN(C2CCN(Cc3ccccc3)CC2)CC[C@H]1N1CCCCCC1	-2.3	-1	-61	5	4.3	1.2	3	5	/
Cc1ccc(C(=O)Nc2cccc(C(F)(F)F)c2)cc1NC(=O)c1nccn1C	0.0&-1.0	-11&7	4&4	0&5	-0.5&-0.3	0.0&-0.4	3&-1	4&-2	-0.6
NC(=O)N/N=C(/CCCCCC/C(=N\NC(N)=O)c1ccccc1)c1ccccc1	0.9	-4	8	-11	6.1	-4.1	0	-1	0.5
CNc1ccccc1C(C)(C)c1cn(-c2ccc([N+](=O)[O-])cc2)nn1	-1.3	-10	-24	4	0.4	-1.4	-9	0	0.9
CCn1c2ccccc2c2cc(NC(=O)N3CCCCC3)ccc21	-0.3	-7	-11	-2	-0.3	-3.1	-3	15	/
CCn1c(-c2ccccc2)c(C(=O)CC#N)c2ccccc21	2.2	-1	0	2	-0.2	0.8	0	2	-1.6
CCOC(=O)N1CCC(C(=O)NNC(=O)c2ccc(Cl)cc2Cl)CC1	-0.7	6	5	-1	-0.8	-0.4	-2	-1	-1.1
CCOC(=O)N1CCC(NC(=O)CSCc2nc(-c3ccc(C)cc3)oc2C)CC1	-1.2	2	8	-2	1.7	-3.9	3	51*	0.4
COc1cccc(C(=O)NCC(=O)N/N=C/c2ccc(OC(=O)c3cccs3)c(OC)c2)c1	-2.1	0	-1	6	-2.5	0.5	-5	1	0.5
COc1ccc(/C=C/C(=O)NC(=S)Nc2cc([N+](=O)[O-])ccc2O)cc1OC	/	-10	-1	23	-0.6	0.7	-1	-5	2.0
C=CCN1C(=O)/C(=C/c2ccc(OC)cc2)S/C1=N/c1nccs1	/	-19	-9	7	0.7	-3.2	6	0	-4.7
Cc1ccccc1OCC(=O)N/N=C/c1cn(Cc2ccccc2)c2ccccc12	0.7	-7	-5	9	-0.4	-0.7	-1	-1	2.5
OC[C@@H]1CC[C@@H](Cc2ccc(-c3ccccc3)cc2)O1	-0.1	7	1	1	-0.4	-2.6	4	1	/
O=c1cc(CSc2ccccn2)c2ccccc2[nH]1	-0.8	5	-13	2	-0.7	-5.5	0	-8	-2.9
O=C(CSc1nncs1)NC1CCCCCCC1	6.8	10	-4	0	0.2	-2.9	-3	1	-3.5
CCCN(C(=O)Cn1c(C(F)(F)F)nc2ccccc21)C1CCS(=O)(=O)C1 (stereo not drawn)	-0.7	-2	-8	5	0.6	0.1	3	0	1.3
CCOC(=O)c1c(C)[nH]c(C)c1C(=O)COc1ncnc2ccccc12	4.0	7	1	1	0.2	-0.8	1	-1	-2.7
COC(=O)N1CCN(CCc2ccccc2)CC1	1.2	-12	-1	-1	0.3	-3.6	-1	-2	1.8
COc1ccc(CNc2nc(SCc3cc(=O)n4cc(Cl)ccc4n3)nc3ccccc23)cc1	2.6	-5	7	-1	-0.4	-2.6	-2	5	-1.7
CC(C)OP(=O)(OC(C)C)C(Nc1ccccc1)c1ccccc1C(F)(F)F (stereo not drawn)	4.4	25	-4	5	-0.2	-0.6	-1	-3	1.7
COc1cc(C2CC(=O)Oc3c(C(CCN4CCCC(C)C4)c4ccc(N(C)C)cc4)c(OC)cc(OC)c32)cc(OC)c1OC (stereo not drawn)	-0.2	0	-6	13	-0.2	-1.4	-1	5	0.0
COc1ccc(NC2Oc3cc4c(cc3C(c3cc(OC)c(OC)c(OC)c3)C2C)OCO4)cc1 (stereo not drawn)	/	9	-13	7	-0.7	-0.3	9	5	/
Cc1ccc2nc(-c3cccc(S(=O)(=O)N4CC(C)OC(C)C4)c3)cn2c1 (stereo not drawn)	2.2	6	6	7	1.2	-6.4	6	4	-1.2
Cc1cccn2c(=O)c3cc(C(=O)NC4CCCC4)n(C)c3nc12	0.2	-19	-5	5	1.1	0.2	4	21	1.7
O=C(NC1(C(F)(F)F)C(=O)Nc2c1c(=O)[nH]c(=O)n2Cc1ccccc1)c1ccc(Cl)cc1Cl (stereo not drawn)	-0.4	-6	-3	7	-2.2	0.6	-5	2	2.4
Cc1cc(Br)cc(C)c1OCCCCN(C)C	-0.6	14	-1	2	0.3	1.1	-6	6	-0.1
CC(C)C[C@@H](CNC(=O)OC(C)(C)C)NC(=O)c1nc[nH]c1C(=O)N[C@@H](CC(C)C)C(=O)CNC[C@H](CC(C)C)NC(=O)c1nc[nH]c1C(=O)N[C@@H](Cc1c[nH]c2ccccc12)C(=O)OC(C)(C)C	-1.2	11	-8	11	-1.0	-1.1	14	1	-1.1

Molecules shown so far with a furan ring, fused or not (two):
SMILES	BioA inh	CCHFV vOTU inh	BoNT-F LC inh	GDH-TPI inh	BoNT A protease	FadD28 FP inh	PrPC surface inh	FBA Mtb inh	Mtb UGM inh
Cc1cccc(-n2c(=S)[nH]c3c(oc4ccccc43)c2=O)c1	0.9	2	-6	10	-0.6	-2.4	-2	-3	0.9
CCCCn1c(SCC(=O)N2CC(=O)Nc3ccccc32)nnc1-c1ccoc1C	0.3	18	0	1	-0.3	-4.0	7	1	2.0

(list continues)
SMILES	BioA inh	CCHFV vOTU inh	BoNT-F LC inh	GDH-TPI inh	BoNT A protease	FadD28 FP inh	PrPC surface inh	FBA Mtb inh	Mtb UGM inh
COc1cccc(CN(C)C(=O)/C=C/c2ccc(S(=O)(=O)N3CCCCCC3)cc2)c1	1.6	11	3	-1	-0.6	6.8	-2	1	-0.6
COc1ccc2nc(SCC(=O)Nc3ccccc3OC)[nH]c2c1	/	-7	?	7	-2.3	0.3	4	-1	-0.2
CCc1cc2ccc(C)cc2nc1SCC(=O)Nc1c[nH]c(=O)[nH]c1=O	/	6	6	6	0.1	-0.8	-1	5	3.2
CCc1ccc(-c2nc(SCC(=O)NC3CC3)n[nH]2)cc1	-0.8	12	-10	2	-0.9	-2.6	-1	-5	2.2
COc1ccc(Cl)cc1NC(=O)CN(C)C(=O)c1ccc(OCc2ccccc2)c(OC)c1	/	2	2	3	-3.5	-0.1	1	3	-3.6
O=C(COc1ccccc1)N1CCN(C(=O)c2ccccc2F)CC1	-0.1	5	4	16	-0.1	-2.8	2	0	1.2
O=C(NC1CCCCC1)c1ccc(OC2CCN(Cc3ccccn3)CC2)cc1	-1.1	/	-19	9	-7.4	0.6	/	0	-0.3
CCOc1ccc(C(=O)N2CCSC2=S)cc1	1.4	5	7	0	0.5	-1.7	7	3	0.2
Cc1ccc(S(=O)(=O)N(C)C[C@H]2OCCCC[C@H](C)Oc3ccc(NC(=O)Nc4cccc5ccccc45)cc3C(=O)N([C@@H](C)CO)C[C@H]2C)cc1	0.5&-1.6	1	-2	25	0.0	-0.1	4	10	/
C=CCNC(=O)CC(=O)N/N=C/c1cccs1	/	-15	-6	3	-1.9	0.7	2	-1	-0.1
COC(=O)CC1C(=O)NCCN1C(=O)CSc1nc2ccccc2s1 (stereo not drawn)	/	-6	0	-3	0.0	-2.4	4	5	0.0
COc1ccc(NC(=O)C2(C)CCN2C(=O)CC2CCCC2)cc1OC (stereo not drawn)	0.2	10	0	-7	-0.2	-0.9	-4	-2	/

The list goes on, starting with the last 4 of the part before.
SMILES	BioA inh	CCHFV vOTU inh	BoNT-F LC inh	GDH-TPI inh	BoNT A protease	FadD28 FP inh	PrPC surface inh	FBA Mtb inh	Mtb UGM inh
Cc1ccc(S(=O)(=O)N(C)C[C@H]2OCCCC[C@H](C)Oc3ccc(NC(=O)Nc4cccc5ccccc45)cc3C(=O)N([C@@H](C)CO)C[C@H]2C)cc1	0.5&-1.6	1	-2	25	0.0	-0.1	4	10	/
C=CCNC(=O)CC(=O)N/N=C/c1cccs1	/	-15	-6	3	-1.9	0.7	2	-1	-0.1
COC(=O)CC1C(=O)NCCN1C(=O)CSc1nc2ccccc2s1 (stereo not drawn)	/	-6	0	-3	0.0	-2.4	4	5	0.0
COc1ccc(NC(=O)C2(C)CCN2C(=O)CC2CCCC2)cc1OC (stereo not drawn)	0.2	10	0	-7	-0.2	-0.9	-4	-2	/
Cc1cnc(NC(=O)CCCSc2nc3ccccc3s2)s1	-1.6	0	2	9	0.2	-3.1	14	2	0.4
Cc1nc2nc(CSc3nc4ccccc4s3)cc(=O)n2[nH]1	2.1	-8	9	-1	-0.2	-1.7	5	4	5.1
CSc1ncc(Cl)c(C(=O)Nc2ccc(NC(C)=O)cc2)n1	0.0	-7	-3	2	0.9	-2.5	3	1	-1.0
C#CCN(C[C@@H]1[C@@H](OC(=O)NCC2CCCCC2)[C@@H](OC(=O)NCC2CCCCC2)Cn2c(=O)n(CCCCCC)c(=O)n21)S(=O)(=O)c1ccc(C)cc1	-0.9	5	1	-10	-0.1	-3.5	5	-2	/
Cn1c(SCC(=O)N2CCCC2)nnc1-c1cnccn1	-0.3	-7	2	-8	0.9	-0.9	-1	-3	-0.7
Cc1ccc(NC(=O)COC(=O)c2ccc([N+](=O)[O-])s2)c(C)c1	/	-1	-4	6	0.3	0.1	-25	3	1.8
COC(=O)Nc1ccc(SCC(=O)c2ccc(Cl)cc2)cc1	2.6	7	-10	-1	-0.3	-2.9	8	-1	3.0
COc1ccc(/C=C/c2cc(O)cc(OC3OC(CO)C(O)C(O)C3O)c2)cc1 (stereo not drawn)	-0.1	8	4	11	-0.2	-2.5	-15	5	/

Bioassay records from PubChem BioAssay.
